MITF act: increases MITF-driven TRPM1 promoter luciferase signal | activation, % at 12.5 µM | SK-MEL-5 TRPM1-promoter luciferase, 24 h; % of positive control, neutral wells = 0 | 300,000 compounds, 0.75% hits | AID 588334;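 active means mean activation of at least 80% with every replicate also reaching 80%; inconclusive means mean reaches 80% but some replicate falls short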;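 further: 0% = neutral control wells and 100% = parthenolide positive control wells; values of inactives mirror those of a sister screen read the other way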
dFosB activator: activators of mouse delta FosB homodimer | P13346 | purified delta FosB, TAMRA-CDK5 oligo fluorescence polarization; percent of positive-control signal above neutral wells | activation, % at 25 µM | 340,000 compounds, 0.99% hits;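 active means mean activation above about 17%, with every replicate also reaching it, limit read from the data, passing the limit was not always enough; inconclusive means only one of the two conditions met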;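 further: fluorescence polarization rise as delta FosB binds a TAMRA Cdk5 AP-1 oligo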
HTR5A ag: activates human HTR5A in OPRM1-OPRD1 agonist counter-screen. HTR5A agonist assay, luminescence, cell-based. 340,000 compounds, 0.61% hits. activation, % at 9.3 µM; in the data active means activation mostly above about 9.5%, no sharp cut-off; inactive means mostly below about 7.6%;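 further: 0% = cells with vehicle only and 100% = reference agonist; strong numbers were not always called active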
Target sequence (P47898 whole entry, looked up): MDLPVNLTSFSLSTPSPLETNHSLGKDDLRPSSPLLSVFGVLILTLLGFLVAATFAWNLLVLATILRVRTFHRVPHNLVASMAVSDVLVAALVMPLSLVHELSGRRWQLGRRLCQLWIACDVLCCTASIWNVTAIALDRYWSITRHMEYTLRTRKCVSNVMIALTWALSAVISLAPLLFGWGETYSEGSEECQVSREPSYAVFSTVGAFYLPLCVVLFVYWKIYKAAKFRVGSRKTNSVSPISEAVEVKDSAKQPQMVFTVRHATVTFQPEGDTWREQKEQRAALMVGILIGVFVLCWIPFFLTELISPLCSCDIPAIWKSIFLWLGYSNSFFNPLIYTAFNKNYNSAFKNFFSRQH
CDK5 p35 inh: CDK5/p35 (human) kinase inhibition | Recombinant CDK5/p35, ADP-Glo luminescence, 60 min | 330,000 compounds, 0.01% hits | inhibition, % at 10 µM | AID 488839;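 active means highest replicate inhibition of at least 50% and at least 75% of replicates reaching 50%; inconclusive means only one of the two criteria met; inactive means both criteria failed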;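 further: plate controls were DMSO neutral control for no effect and GW8510 at 10 µM for full effect; many of its hits are not listed in these tables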
Target sequence (Q00535 whole entry, looked up): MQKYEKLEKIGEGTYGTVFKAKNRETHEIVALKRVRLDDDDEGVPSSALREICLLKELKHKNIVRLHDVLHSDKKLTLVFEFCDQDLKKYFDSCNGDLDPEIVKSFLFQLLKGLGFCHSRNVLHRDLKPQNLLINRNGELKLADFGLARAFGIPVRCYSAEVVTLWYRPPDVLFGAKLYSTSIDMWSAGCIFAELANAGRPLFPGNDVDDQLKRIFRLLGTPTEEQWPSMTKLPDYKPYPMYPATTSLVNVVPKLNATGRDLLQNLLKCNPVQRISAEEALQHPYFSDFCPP
Target sequence (Q15078 whole entry, looked up): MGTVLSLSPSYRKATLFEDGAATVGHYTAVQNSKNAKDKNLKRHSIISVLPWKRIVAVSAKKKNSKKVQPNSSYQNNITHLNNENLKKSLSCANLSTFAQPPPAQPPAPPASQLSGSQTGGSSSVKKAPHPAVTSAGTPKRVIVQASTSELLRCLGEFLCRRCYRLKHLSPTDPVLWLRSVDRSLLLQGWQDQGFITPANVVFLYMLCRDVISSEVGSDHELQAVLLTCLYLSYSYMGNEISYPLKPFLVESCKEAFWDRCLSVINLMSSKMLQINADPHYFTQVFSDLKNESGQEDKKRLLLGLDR
V-ATPase pH: alters yeast V-ATPase proton transport | S. cerevisiae, pHLuorin cytosolic pH fluorescence | 350,000 compounds, 0.37% hits | response, % at 10 µM; in the data active means response mostly above about 7.3%, no sharp cut-off; inactive means mostly below about 5.4%; further: actives read high; inactives centre near 0; some compounds called inactive have numbers as strong as hits; reference of the scale not given here
SR-BI HDL uptake: blocks mouse SR-BI lipid uptake from DiI-HDL | 320,000 compounds, 0.96% hits | ldlA[mSR-BI] CHO cells, DiI-HDL uptake fluorescence, 3 h | inhibition, % at 12.5 µM | Q61009;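 active means mean replicate inhibition of at least 70% and a set share of replicates each scoring 70 or more; inconclusive means meets just one of the two criteria; inactive means fails both criteria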;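 further: 0% = median of neutral control wells and 100% = median of positive control wells; values of inactives mirror those of a sister screen read the other way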
PvdQ acylase: P. aeruginosa PvdQ acylase inhibition. purified PvdQ acylase, fluorescence plate reader. inhibition, % at 10 µM. 340,000 compounds, 0.063% hits. AID 488965; in the data active means inhibition above about 30%, passing the limit was not always enough; inconclusive means no clear call, values can overlap the other calls;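 further: 0% = vehicle neutral wells and 100% = reference inhibitor wells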
NSD2 inh: NSD2 (human) methyltransferase inhibition; O96028; NSD2 peptide methylation, AlphaScreen, 120 min; inhibition, % at 12.5 µM; 310,000 compounds, 0.54% hits; AID 743445; in the data active means inhibition above about 50%
Wnt bcat act: activators of Wnt/beta-catenin signaling; Wnt/beta-catenin reporter cell assay, activator, plate reader; activation, % at 9.35 µM; 300,000 compounds, 1.2% hits; AID 743398; in the data active means activation above about 30%, passing the limit was not always enough; inconclusive means no clear call, values can overlap the other calls;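 further: 0% = neutral control wells and 100% = positive control wells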
HTR5A inv ctr: HTR5A inverse agonism, opioid heterodimer counter-screen; P47898; HTR5A cell line, luminescence; inhibition, % at 9.3 µM; 340,000 compounds, 0.083% hits; in the data active means inhibition mostly above about 23%, no sharp cut-off; inactive means mostly below about 18%;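 further: 0% = cells with DMSO and 100% = no-cell wells with DMSO; some compounds called inactive have numbers as strong as hits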
Numbers without * were called inactive; u = inconclusive; x = not tested or not shown.

SMILES	MITF act	dFosB activator	HTR5A ag	CDK5 p35 inh	V-ATPase pH	SR-BI HDL uptake	PvdQ acylase	NSD2 inh	Wnt bcat act	HTR5A inv ctr
CCCC(c1nnnn1Cc1ccc(OC)cc1)N1CCN(C(=O)c2ccco2)CC1 (centres undefined)	14	-8	0	-0.3	2	x	-5	-2	-3	2
Cc1ccc(C(=O)CCC(=O)N(C)CC(=O)Nc2c(Cl)cccc2Cl)cc1	9	-2	3	1.1	3	-7	-17	-4	-2	-5
NC(=O)CNC(=O)c1cccc(Cl)c1	x	-9	-2	-0.4	-3	-18	-13	0	0	-9
CC(C)C(=O)NC(=S)Nc1ccc(S(=O)(=O)N(C)C)cc1	8	1	-4	-0.6	1	6	3	0	0	16
CCCN=C1NC(=O)C(CC(=O)NCCc2ccccc2)S1 (centres undefined)	-11	0	1	2.7	-2	-24	-1	6	0	-1
O=C1CC2(CCCCC2)Oc2ccc(Cl)cc21	-1	1	1	-0.4	12	-3	16	x	2	-10
COc1cccc(N2CCN(C(=O)CN(C)S(=O)(=O)c3ccc4c(c3)c(=O)n(C)c(=O)n4C)CC2)c1	8	-8	1	-4.7	1	-4	-9	0	-2	-13
O=C(O)c1cccc(S(=O)(=O)N2CCOCC2)c1	-7	6	0	0.9	4	14	-7	-3	0	-49
Cn1c(N)c(C(=O)COC(=O)CC(NC(N)=O)c2ccc(Cl)cc2)c(=O)n(C)c1=O (centres undefined)	6	-2	3	-1.9	-4	8	-6	0	-2	8
O=C(Cn1ncc2c3ccccc3n(Cc3ccccc3F)c2c1=O)NCC1CCCO1 (centres undefined)	-5	6	2	0.8	1	-3	1	-12	2	-1
CC(C)c1nc(-c2ccccc2)c(-c2ccccc2)[nH]1	3	-5	-9	3.6	1	-2	-15	-2	x	21
O=C(CSc1ccc2nnc(-c3ccccc3)n2n1)N1CCCc2ccccc21	-18	-6	3	-0.6	1	-16	-5	0	x	2
COC(=O)CN1C(=O)C(O)(CC(=O)c2ccc(Cl)cc2)c2ccccc21 (centres undefined)	-8	-4	-2	-1.0	1	-2	-10	x	-5	6
CCc1ccc(N/C(SCc2cccc(F)c2)=C(/C#N)C(=O)NCc2ccco2)cc1	1	-8	1	-1.3	1	20	7	0	x	19
COCCCn1c(=S)[nH]c2ncccc2c1=O	-4	6	8	0.7	1	21	4	-1	-5	-22
Cc1ccc(Sc2cc(C(=O)c3ccccc3C(=O)O)ccc2[N+](=O)[O-])cc1	-2	0	-3	0.8	-3	6	13	8	1	10
CC1C/C(=N\NC(=O)c2ccc([N+](=O)[O-])cc2)CC(C)(C)C1 (centres undefined)	-8	3	0	-0.2	6	x	0	x	-10	3
Cc1ccc(NC(=O)c2ncn(CCCNCc3ccc4c(c3)OCO4)n2)cc1C	2	-14	6	2.5	0	-7	4	x	1	-23
C=CCn1c(SCC(=O)N(C)c2c(N)n(Cc3ccccc3)c(=O)[nH]c2=O)nnc1-c1ccccc1OC	-2	-6	5	0.2	1	-10	-15	-2	-7	31
COc1ccc(Cl)cc1C(=O)NC(=S)Nc1nc(C)cc(C)n1	-5	-11	-3	-0.8	0	43	-10	-2	1	8
COc1ccc(/C=N/Nc2nc(Nc3ccccc3)nc(N3CCCC3)n2)cc1[N+](=O)[O-]	-55	62*	1	-1.9	4	u	-15	-1	0	-1
Cc1ccc(-n2c(SCC(=O)NNC(=S)Nc3ccccc3)nc3ccccc3c2=O)cc1	4	-6	-3	0.3	2	x	-9	-1	-4	11
CCSc1ccccc1C(=O)NCc1cccnc1	1	5	-2	-6.6	0	-15	3	-3	-2	1
Cc1sc(NC(=O)CSc2nc(N)n(CC(=O)c3ccccc3)n2)c(C#N)c1C	17	-13	7	-0.7	-2	53	-5	23	-5	-18
CN(C)S(=O)(=O)c1cc(NC(=O)COC(=O)Cc2cccc3ccccc23)ccc1Cl	-7	-1	-5	0.1	-1	10	-5	-2	-2	12
Cc1cc(=O)oc2cc(OC(C)C(=O)N3CCOCC3)ccc12 (centres undefined)	0	0	-12	-1.4	0	-18	3	0	x	28
CCOC(=O)c1c(NCc2ccccc2)n[nH]c1C	-3	-7	1	x	1	4	-1	9	-1	19
Cc1ccc2nc(-c3cccnc3)c(Nc3ccccc3C)n2c1	-2	-15	-2	1.5	2	0	-14	-1	5	7
O=c1c2cn[nH]c2nc(SCc2c(F)cccc2F)n1-c1ccc(Cl)cc1	-2	-9	8	1.1	-1	5	-20	x	-1	-11
O=C(O)C(Cc1c[nH]c2ccccc12)N1CCS(=O)(=O)CC1 (centres undefined)	-8	-4	-2	0.8	0	-19	-5	0	-5	6
COCc1[nH]nc2c1C(c1c(F)cccc1Cl)C(C#N)=C(N)O2 (centres undefined)	-10	5	-1	0.5	-2	-11	8	-2	0	-19
CN(Cc1ccc(Cl)cc1)C(=O)CCl	-5	2	0	-1.6	-1	-13	-6	-2	0	13
O=C(CSc1nnnn1-c1ccc(Cl)cc1)N1CCNC1=O	11	-11	2	0.6	-1	-3	-9	-6	2	-9
COc1ccc(NC(=O)Cn2c(C)cc(=O)c3ccccc32)cc1	-12	-6	-2	0.3	-1	-10	-9	0	-11	4
O=C(NCCCN1CCCC1=O)c1ccc2c(c1)NC(=O)C(N1CCOCC1)S2 (centres undefined)	-15	-6	0	1.4	3	-8	8	-4	x	-3
COCCCNC(=O)C12CCC(C)(C(=O)C1)C2(C)C (centres undefined)	10	3	-1	-0.9	-1	-1	-18	1	x	-14
Cc1nc2ccccn2c1C(=O)NCCCN1CCOCC1	-3	-2	-8	1.3	1	-5	-12	-2	x	4
CCOC(=O)c1nn(-c2ccc(F)cc2)c2nc(-c3ccccc3)c(C#N)c(=O)n12	-11	-8	3	-0.9	3	17	-16	-3	7	-10
Cc1c(O)ccc(NC(=O)/C=C/c2ccccc2)c1C	20	-12	6	0.1	0	32	-5	-4	-2	-18
COc1ccc(N2C(=O)N3[C@H](c4ccc(Cl)cc4)[C@@H]4C(=O)N(C5CCCCC5)C(=O)[C@@H]4[C@]3(C)C2=O)cc1	23	0	9	-0.3	-4	-46	-5	x	-5	-23
COc1cccc(C(=O)Nc2ccc(C)cc2)c1	70	4	-1	4.5	-1	14	-13	4	22	26
O/C=c1\ccc2cccc3nc(C(F)(F)F)nc1c23	-16	-11	4	-2.9	4	8	-11	41	0	-13
O=C(COc1ccc2ccccc2c1)NC1=NCCS1	x	54*	0	-1.3	0	-11	-7	3	x	1
COc1ccc(-c2cc(C)no2)cc1S(=O)(=O)Nc1ccc(NC(C)=O)cc1	6	-1	1	1.3	1	5	2	-2	2	12
Cn1nnnc1SCC(=O)Nc1ccc(Oc2ccccc2)cc1	x	-7	0	0.5	3	-26	0	-1	11	5
CN(C)C(=O)CCc1ccc2c3c([nH]c2c1)[C@]1(C)[C@@H](C(=O)N2CCOCC2)C[C@H](CC(=O)NCc2ccco2)C(=O)N1CC3	5	-2	-2	1.7	2	-18	-12	x	-1	5
O=C(Nc1nnc(SCc2ccc(Cl)cc2Cl)s1)C1COc2ccccc2O1 (centres undefined)	x	-7	2	-0.4	-2	-42	0	-7	-2	-9
COc1ccc(CN(C(=O)c2ccco2)C2CCS(=O)(=O)C2)cc1 (centres undefined)	-8	4	-7	-2.5	-4	-15	-20	-2	3	17
COC(C(=O)NNS(=O)(=O)c1ccc([N+](=O)[O-])cc1)c1ccccc1 (centres undefined)	-4	4	2	-1.3	2	x	-7	-2	0	-6
Cc1ccc(C(=O)NC(=S)NCc2cccnc2)cc1C	2	0	1	-0.4	1	8	5	0	-2	-9
COc1ccc(C(=O)NCc2ccc(-c3nc4ccccc4s3)cc2)cc1OC	73	-4	3	0.9	0	13	-7	-1	7	-8
CCOC(=O)N1CCN(C(=O)CSc2ccc(-c3ccccc3OC)nn2)CC1	-3	1	0	-0.5	-3	36	-2	-1	0	29
O=C(CSc1nnc(-c2ccncc2)s1)Nc1ccc(Cl)c(C(=O)O)c1	-5	-4	1	-0.7	-2	x	-9	-2	0	-3
Cn1nnc2cc(C(=O)N3CCSCC3)ccc21	5	2	-2	0.4	2	-6	-3	-1	-2	-10
O=C(Nc1cccc(Cl)c1)OCc1cn(-c2ccc(Cl)cc2)nn1	2	-4	-3	5.7	-3	-18	4	1	x	8
CCCc1cc(=O)oc2cc(OC(C)C(=O)NCCCn3ccnc3)ccc12 (centres undefined)	-9	-7	-1	1.0	-1	-2	-15	2	-3	-2
Cc1nnc(SCCOC(N)=O)n1C	8	0	-2	-1.3	0	-7	-11	-8	x	19
O=C(Nc1ccc(F)cc1F)c1csc(-c2ccccc2)n1	5	-11	4	-3.7	3	-3	-10	-4	6	-11
COc1ccc(CN2CCC(=O)N([C@H](CO)Cc3ccccc3)CC2)cc1	8	-1	-2	0.6	-2	-4	13	x	18	12
CCCCc1nc2cc(C(=O)NCc3nccn3CC)ccc2o1	21	0	2	0.0	1	4	-1	-1	11	-4

Continuation:
SMILES	MITF act	dFosB activator	HTR5A ag	CDK5 p35 inh	V-ATPase pH	SR-BI HDL uptake	PvdQ acylase	NSD2 inh	Wnt bcat act	HTR5A inv ctr
O=C(Cc1csc(N2CCOCC2)n1)N/N=C/c1ccc(O)c(O)c1O	-20	4	3	0.0	2	-5	3	77*	-5	-8
COc1ccc(-c2[nH]n(-c3ccc([N+](=O)[O-])cc3)c(=O)c2C=NCC2CCCO2)cc1 (centres undefined)	-2	-3	1	-0.6	4	82*	-4	3	0	-4
CCN(CC)c1ccc(-c2n[nH]c(=S)n2-c2ccccc2C)cc1	-5	-2	-3	2.6	-2	13	-11	-1	0	9
O=C(/C=C/c1c(F)cccc1Cl)NCCCN1CCOCC1	4	-5	-2	0.0	1	-22	-2	x	1	-26
CC1CC(C)CN(C(=O)CN2C(=O)NC3(CCCCCC3)C2=O)C1 (centres undefined)	0	2	1	-1.9	12*	15	-10	0	-7	-4
Cc1ccc2sc(NC(=O)CN3C(=O)CCC3=O)nc2c1C	7	-6	-5	3.5	1	-22	8	x	-3	13
CCNC(=O)N(C)c1nncnc1C(=O)NC	-2	-4	-1	-0.5	4	-21	-13	-2	x	1
COc1ccc(C(=O)N2CCCC(Nc3ccc(F)c(F)c3)C2)c(OC)n1 (centres undefined)	6	-15	1	1.1	5	-22	-12	0	0	-3
CN(C(=O)C1CCOC1)c1nnc(-c2cnccn2)s1 (centres undefined)	4	-2	4	-0.4	2	3	-5	-1	7	-14
CC(C)[C@H](NC(=O)N1CCn2c1nc1ccccc12)C(=O)NCC1CCCO1 (some centres undefined)	-3	-11	x	0.3	-3	-9	1	1	1	x
CCOc1ccccc1NC(=O)CCNS(=O)(=O)c1cccc2nsnc12	3	-4	-3	-1.4	3	x	-4	-10	-1	10
COc1ccc(CCn2c(N)c(C(=O)NCc3ccco3)c3nc4ccccc4nc32)cc1	-11	-20	-3	-1.3	-2	-1	0	-4	-5	8

Results in dFosB activator, for two of the compounds above:
structure	dFosB activator
CCOc1ccccc1NC(=O)CCNS(=O)(=O)c1cccc2nsnc12	-4
COc1ccc(CCn2c(N)c(C(=O)NCc3ccco3)c3nc4ccccc4nc32)cc1	-20
